NR2E3 ag-1 – human photoreceptor-specific nuclear receptor agonism. 0.35% of 360,000 active. AID 602229. CHO-S Gal4-NCOR/VP16-NR2E3 two-hybrid, luciferase. inhibition of corepressor binding, % at 3.98 µM;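 active = inhibition above the mean of all tested compounds plus 3 SD, cut at about 70% in these data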;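 note: 0% = DMSO with NR2E3 transfected cells and 100% = cells lacking NR2E3 construct; higher means lower luciferase signal from less NR2E3 corepressor binding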
Target sequence (Q9Y5X4 whole entry, looked up, the tested form may be a part): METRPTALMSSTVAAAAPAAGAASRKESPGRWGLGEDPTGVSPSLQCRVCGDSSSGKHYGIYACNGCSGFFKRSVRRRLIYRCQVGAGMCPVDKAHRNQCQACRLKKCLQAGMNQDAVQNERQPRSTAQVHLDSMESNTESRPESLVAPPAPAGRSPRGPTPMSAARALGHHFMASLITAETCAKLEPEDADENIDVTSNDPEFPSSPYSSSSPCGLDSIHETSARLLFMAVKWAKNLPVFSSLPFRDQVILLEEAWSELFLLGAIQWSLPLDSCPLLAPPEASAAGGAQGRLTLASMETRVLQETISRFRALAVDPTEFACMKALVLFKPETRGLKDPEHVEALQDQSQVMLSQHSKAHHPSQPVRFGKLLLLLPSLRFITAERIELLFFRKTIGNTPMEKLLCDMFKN
KKLEB cytotox – reduces viability of KKLEB cystic fibrosis airway cells; KKLEB CF airway cells viability, ATPlite luminescence, overnight; hits give low values; cells stimulated with P. aeruginosa culture filtrate; activity change (cytotoxicity), % at 5 µM; 0.36% of 360,000 active; AID 602141;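 active = corrected activity change at or below -50% at 5 µM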
aDG glyco act – alpha-DG glycosylation activation; Pro5-aDG cells, alpha-DG glycosylation AlphaScreen (IIH6); 0% Pro5, 100% B10-LARGE cell signal; activation, % at 10 µM; 0.22% of 360,000 active; AID 624168;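 active = activation of at least 8% versus controls, or a plate z-score of at least 8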;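 note: Pro5 are CHO cells carrying HIG-tagged alpha-DG that lacks glycosylation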
Shn3 inh set2 – inhibitors of Schnurri-3 3'UTR reporter in osteoblasts | Clone20 osteoblast Shn3 3'UTR firefly luciferase, 24 h | inhibition, % at 12.5 µM | 0.52% of 360,000 active;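 active = mean inhibition of at least 75% with every replicate also reaching 75%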;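 note: 0% = median of neutral control wells and 100% = pilot-screen positive control compound; some compounds past the cut are filed as inactive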
NR2E3 ag-2 – NR2E3 (human) agonism; GST-NR2E3/biotin-RetCOR TR-FRET, 1536-well; AID 2300; 0.12% of 320,000 active; inhibition of corepressor binding, % at 4.78 µM;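 active = percent inhibition above the cutoff of mean plus 3 SD of all tested compounds, set per screening campaign, cut at about 20% in these data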;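 note: 0% = DMSO wells and 100% = biotin wells as full block of FRET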
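Material: NR2E3–RetCOR corepressor complex / Amount: 1.35 nM GST-NR2E3 / Medium: Tris pH 7.5 / Compound: single nominal compound dose of 4.8 µM / Incubation: 5 h at 4 °C / Technique: TR-FRET, Eu(K)-anti-GST donor, streptavidin-D2 acceptor, ex 340, em 617/671 nm / Read-out basis: percent loss of FRET ratio relative to control wells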
iPSC survival up – enhancers of human iPSC single-cell survival. hiPSC single-cell survival, ATPlite luminescence; 100% = ROCK inhibitor wells, 0% = DMSO. 0.044% of 360,000 active. survival enhancement, % at 20 µM; in the data active = survival enhancement above about 18%;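 note: cells exposed to compounds for 16 hours before the ATP read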
TWEAK-Fn14 inh – TWEAK-Fn14 signaling inhibition. TWEAK-stimulated Fn14 reporter cells, luciferase luminescence, 8 h. inhibition, % at 10 µM. 2% of 360,000 active. AID 1159606; in the data active = inhibition above about 50%
Peg3 promoter – Peg3 promoter activity inhibition; HeLa PEG-Prom luciferase reporter, luminescence, overnight; inhibition, % at 20 µM; 1.7% of 360,000 active; AID 588405;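 active = inhibition of at least 50% at 20 µM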
CF NFkB block – blocks PAF-induced NF-kB reporter in cystic fibrosis cells; KKLEB NF-kB-GFP reporter, GFP fluorescence overnight; 0.86% of 360,000 active; AID 588850; inhibition, % at 5 µM;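 active = at least 50% inhibition at 5 µM, scaled per plate between neutral and stimulator controls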;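 note: PAF is a Pseudomonas aeruginosa culture filtrate used as stimulus; plate controls were PAF-stimulated DMSO wells for no effect and unstimulated DMSO wells for full effect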
TRPM1 prom inh – reduces MITF-dependent TRPM1 promoter luciferase signal; AID 488899; 0.83% of 330,000 active; inhibition, % at 12.5 µM; SK-MEL-5 TRPM1 promoter luciferase, 24 h;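 active = mean inhibition across replicates of 60% or more, whatever share of single replicates reaches that level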; note: values of inactives mirror those of a sister screen read the other way
HIF-2a inh – blocks HIF-2a reporter activity; 786-0 RCC cells HIF-2a reporter, luciferase luminescence, overnight; inhibition, % at 18.8 µM; 0.72% of 360,000 active;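 active = inhibition of the luminescence signal of 40% or more relative to plate controls, in a single-dose primary screen at 18.75 µM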
* marks the source's active call; other numbers are inactive results; . = not tested or not shown.

SMILES	NR2E3 ag-1	KKLEB cytotox	aDG glyco act	Shn3 inh set2	NR2E3 ag-2	iPSC survival up	TWEAK-Fn14 inh	Peg3 promoter	CF NFkB block	TRPM1 prom inh	HIF-2a inh
CC(C)(C)C(=O)CSc1nnc(Nc2ccccc2)s1	-108	-1	0.8	-75	1	-0.7	-39	-197	3	-67	-209
O=C(/C=C/c1ccccc1)Nc1cc(C(=O)O)cc(C(=O)O)c1	-18	9	-0.4	8	1	-0.2	12	1	-15	14	10
COc1cc2nc(C3CCC3)nc(N3CCN(c4ccccc4OC)CC3)c2cc1OC	-31	-16	0.3	8	-1	2.3	35	35	24	9	11
CCCc1cc2c(c(NC(C)=O)n1)c(=O)oc1ccccc12	12	-4	0.0	12	.	-0.7	-12	8	-54	0	19
Cc1cc2c(c(=O)o1)C(C13C=CC(CC1)C3)C(C#N)=C(N)O2 (stereo not drawn)	-10	8	-0.3	5	1	7.9	-8	11	1	2	13
COCCNC(=S)NN=C1CCCCCC1	3	4	0.0	2	.	-1.3	5	-14	-5	-2	4
CCOC(=O)c1sc(NC(=O)c2cc(-c3cccc(O)c3)on2)c(C(=O)OCC)c1C	5	-11	-0.1	7	0	0.9	-37	-8	7	-2	-13
O=C(NNC(=O)c1ccccc1OCc1ccccc1)c1ccccc1F	-56	-8	0.0	-31	1	0.0	-20	-143	7	-51	-156
CCOC(=O)Cc1cc(=O)[nH]c(/N=C(\N)Nc2ccc(C)cc2C)n1	5	-8	0.0	3	1	-0.8	4	17	-11	10	13
Cn1nc(C(F)(F)F)c2cc(C(=O)Nc3ccc(F)cc3)sc21	-32	14	0.0	8	2	1.2	-34	4	-5	-15	4
COC(=O)c1cc2n(n1)CCCNC2=O	-25	10	0.3	-11	-1	3.7	-1	-8	6	8	19
CC(C)S(=O)(=O)c1csc(NC(=O)Nc2cccc([N+](=O)[O-])c2)c1Cl	-1	7	0.1	-10	-2	-0.7	5	-59	7	-27	-196
Cc1ccc(C(=O)NCCCNC(=O)COc2ccccc2Cl)cn1	-5	-8	0.0	-5	-1	-0.4	40	9	16	-5	11
CCCn1c(NC(=O)c2ccc(Br)cc2)nc2ccccc21	-46	-16	0.9	-2	2	-1.9	-31	-26	5	-1	-31
O=[N+]([O-])c1ccc2nc(SCc3cn4cccnc4n3)[nH]c2c1	-37	-12	0.0	15	3	-0.1	-12	-13	2	0	-2

The last 2 records of the section before are carried over, then new ones follow:
SMILES	NR2E3 ag-1	KKLEB cytotox	aDG glyco act	Shn3 inh set2	NR2E3 ag-2	iPSC survival up	TWEAK-Fn14 inh	Peg3 promoter	CF NFkB block	TRPM1 prom inh	HIF-2a inh
CCCn1c(NC(=O)c2ccc(Br)cc2)nc2ccccc21	-46	-16	0.9	-2	2	-1.9	-31	-26	5	-1	-31
O=[N+]([O-])c1ccc2nc(SCc3cn4cccnc4n3)[nH]c2c1	-37	-12	0.0	15	3	-0.1	-12	-13	2	0	-2
CS(=O)(=O)NC1c2cccc3cccc(c23)C1N1CCOCC1 (stereo not drawn)	-7	-8	0.0	8	3	0.9	17	-42	0	8	1
CCOC(=O)c1c(NC(=O)CN2C(=O)NC3(CCCC3)C2=O)sc(C)c1CC	24	-15	-0.4	-11	4	0.1	-7	17	17	-13	5
COC(=O)CNC(c1ccccc1)c1cc(Br)ccc1N (stereo not drawn)	2	5	-0.2	.	-4	1.5	1	7	-9	2	14
NC(=O)CC(NC(=O)c1ccccc1)c1ccc(NCCc2ccc(Cl)cc2)c([N+](=O)[O-])c1 (stereo not drawn)	-9	-14	0.5	45	1	3.3	-1	16	2	7	50*
Cc1ccc(NC(=O)Cc2ccc3c(c2)OCCO3)cc1S(=O)(=O)N1CCCCC1	-11	0	0.2	30	-2	-0.3	-41	10	21	10	13
CC(=O)CSc1nc2ccccc2s1	-37	15	-0.1	-48	-1	5.0	7	-103	-14	-14	-134
O=C(O)CCCNC(=O)c1ccc(NC(=O)Cc2ccc(Cl)cc2)cc1	-14	6	1.1	-35	4	1.1	5	-9	12	-1	11
O=C(Nc1cc2c(oc1=O)CCCC2=O)c1ccccc1	0	5	-0.1	-23	2	-0.2	4	-18	-5	-3	-13
O=C1CC(c2ccco2)CC(O)=C1C=Nc1ccc(Br)cc1 (stereo not drawn)	9	-5	0.2	11	-1	0.8	21	4	24	-1	-4
COc1ccccc1C(OC(=O)c1ccco1)C(=O)NCc1ccc(F)cc1 (stereo not drawn)	-26	6	0.0	12	3	2.6	38	13	-6	12	8
COc1ccc(NC(=O)CN(C)C(=O)C(Sc2ccccc2)c2ccccc2)cc1 (stereo not drawn)	12	-7	-0.2	3	5	-0.2	7	7	25	4	21
CSc1sc(C(=O)OC(C)C)c2c1C(=O)CC(C)(C)C2	-32	-15	0.1	.	-1	-0.6	-10	15	-4	7	19
CCn1c(C(=O)N2CCc3ccccc3C2)cc2oc3ccccc3c21	-41	0	-0.1	14	1	3.2	19	-5	9	-1	-9
Cn1cnnc1SCC(=O)Nc1ccc(OC(F)F)cc1	-14	5	-0.3	2	-1	-0.7	1	-19	12	.	-2
COc1ccc(CNC(=O)CN2C(=O)NC(C)(c3ccc(Cl)cc3)C2=O)cc1 (stereo not drawn)	-10	2	0.1	35	-5	0.8	1	20	4	-1	21
CCN(CC(=O)Nc1cc(Cl)ccc1C)C(=O)c1ccc2c(=O)n3c(nc2c1)CCC3	27	-25	0.0	0	4	0.1	1	17	20	-3	-1
CC(C)CC1NC(=O)N(CC(=O)Nc2cc(S(=O)(=O)N3CCOCC3)ccc2Cl)C1=O (stereo not drawn)	-9	-6	0.0	5	.	0.6	3	-3	-11	-2	-7
O=C(O)CCNS(=O)(=O)c1ccc2c(c1)CCCC2	3	3	0.4	-17	1	-0.2	-22	-15	9	12	21
COc1ccc(-c2nnn(CC(=O)NCc3ccccc3)n2)cc1OC	-9	2	0.0	18	-2	-1.0	-6	10	9	-4	10
COc1ccc(C(C(=O)NCC2CCCO2)N(C(=O)Cn2nnc3ccccc32)c2ccc(NC(C)=O)cc2)cc1OC (stereo not drawn)	-35	7	0.0	5	-8	-0.4	19	15	-7	1	11
O=C(CC1SC(N2CCCC2)=NC1=O)Nc1ccc(C(=O)NCc2ccc(F)cc2)cc1 (stereo not drawn)	-25	2	-0.4	10	.	0.3	-1	-7	11	1	-1
CCOc1ccc(CCNC(=O)CCCn2nc(C)c3c(C)n(-c4ccccc4)nc3c2=O)cc1	-1	8	0.3	5	2	-0.4	16	20	-6	12	16
O=C(NCCCN1CCOCC1)C(=O)N/N=C/c1ccc2c(c1)OCO2	0	5	0.0	2	3	2.5	15	-6	-24	1	16
CCc1noc(C)c1C(=O)N(CC)CC(=O)NCc1ccc(Cl)cc1	6	-1	0.0	2	0	-0.4	3	2	-4	-7	1
COC(=O)C1=C(C)N(C)C(=S)NC1c1ccc(Cl)cc1 (stereo not drawn)	7	7	-0.1	-19	-1	-0.7	13	29	-13	-4	24
O=C(NCSc1ccncn1)c1ccccc1	10	8	-0.1	-7	1	2.4	-1	0	-6	1	4
O=C(CCn1c(=O)sc2ccccc21)NC1CCCCC1	-13	23	1.9	-48	0	0.7	-4	-61	-25	-9	-45
Cc1cccc(NC(=O)NCCN2C(=O)C3C4C=CC(C4)C3C2=O)c1 (stereo not drawn)	-22	-18	0.2	-44	2	-0.9	-8	-29	11	-10	-34
Cc1cn([C@H]2C[C@H](O)[C@@H](CNC(=O)[C@H](N)C3CC3)O2)c(=O)[nH]c1=O	-12	0	0.1	10	.	-1.3	-6	-8	17	.	-8
O=C(CSc1nnc2c(Cl)cc(Cl)cn12)NC1CCS(=O)(=O)C1 (stereo not drawn)	-9	-5	-0.1	-4	5	7.4	-2	13	12	0	15

Taken from the listing for reference:
SMILES	NR2E3 ag-1	KKLEB cytotox	aDG glyco act	Shn3 inh set2	NR2E3 ag-2	iPSC survival up	TWEAK-Fn14 inh	Peg3 promoter	CF NFkB block	TRPM1 prom inh	HIF-2a inh
COc1ccc(-c2nnn(CC(=O)NCc3ccccc3)n2)cc1OC	-9	2	0.0	18	-2	-1.0	-6	10	9	-4	10
COc1ccc(C(C(=O)NCC2CCCO2)N(C(=O)Cn2nnc3ccccc32)c2ccc(NC(C)=O)cc2)cc1OC (stereo not drawn)	-35	7	0.0	5	-8	-0.4	19	15	-7	1	11
O=C(CC1SC(N2CCCC2)=NC1=O)Nc1ccc(C(=O)NCc2ccc(F)cc2)cc1 (stereo not drawn)	-25	2	-0.4	10	.	0.3	-1	-7	11	1	-1
CCOc1ccc(CCNC(=O)CCCn2nc(C)c3c(C)n(-c4ccccc4)nc3c2=O)cc1	-1	8	0.3	5	2	-0.4	16	20	-6	12	16
O=C(NCCCN1CCOCC1)C(=O)N/N=C/c1ccc2c(c1)OCO2	0	5	0.0	2	3	2.5	15	-6	-24	1	16
CCc1noc(C)c1C(=O)N(CC)CC(=O)NCc1ccc(Cl)cc1	6	-1	0.0	2	0	-0.4	3	2	-4	-7	1
COC(=O)C1=C(C)N(C)C(=S)NC1c1ccc(Cl)cc1 (stereo not drawn)	7	7	-0.1	-19	-1	-0.7	13	29	-13	-4	24
O=C(NCSc1ccncn1)c1ccccc1	10	8	-0.1	-7	1	2.4	-1	0	-6	1	4
O=C(CCn1c(=O)sc2ccccc21)NC1CCCCC1	-13	23	1.9	-48	0	0.7	-4	-61	-25	-9	-45
Cc1cccc(NC(=O)NCCN2C(=O)C3C4C=CC(C4)C3C2=O)c1 (stereo not drawn)	-22	-18	0.2	-44	2	-0.9	-8	-29	11	-10	-34
Cc1cn([C@H]2C[C@H](O)[C@@H](CNC(=O)[C@H](N)C3CC3)O2)c(=O)[nH]c1=O	-12	0	0.1	10	.	-1.3	-6	-8	17	.	-8
O=C(CSc1nnc2c(Cl)cc(Cl)cn12)NC1CCS(=O)(=O)C1 (stereo not drawn)	-9	-5	-0.1	-4	5	7.4	-2	13	12	0	15

Other compounds.
SMILES	NR2E3 ag-1	KKLEB cytotox	aDG glyco act	Shn3 inh set2	NR2E3 ag-2	iPSC survival up	TWEAK-Fn14 inh	Peg3 promoter	CF NFkB block	TRPM1 prom inh	HIF-2a inh
COc1ccc(CCNC(=O)c2cc(-c3cccs3)on2)cc1OC	-21	-2	-0.2	6	-2	-0.2	-177	2	-46	41	-23
CN1CCN(CCCCOc2ccc(F)cc2)CC1	-6	-1	-0.3	9	-1	11	-1	4	-4	5	2
COc1ccc(CCNC(=O)c2ccc3c(SCC(=O)O)c4c(nc3c2)CCCC4)cc1OC	-4	-19	0.0	-4	2	-0.3	-10	7	11	-16	11
CC[C@]12c3[nH]c4cc(CCC(=O)N(C)C)ccc4c3CCN1C(=O)[C@@H](CC(=O)NCCCn1ccnc1)C[C@@H]2C(=O)N1CCN(C(=O)c2ccco2)CC1	-12	10	-0.4	-8	.	1.3	2	-4	-25	1	5
Cc1cc(C)cc(OCC(O)Cn2nc(C)cc2C)c1 (stereo not drawn)	2	21	0.1	12	-1	0.4	4	2	-9	3	6
O=C(O)c1ccccc1/C=N/NC(=O)C1CCCCC1	-10	4	-0.1	1	-2	0.3	3	8	7	-4	12
Cc1ccccc1-c1nc2cc(N)ccc2o1	-80	6	0.0	-7	1	-1.9	9	-286	-29	-29	-270
